Bioassay records deposited in PubChem by National Center for Advancing Translational Sciences (NCATS).
PKM2 activator: activators of human pyruvate kinase M2; purified PKM2, Kinase-Glo ATP luminescence, activation; response scale: 0% is enzyme alone, no compound; Potency, µM (series often up to 57.5 µM), without a hit: at the top dose activation, hits mostly activators; hit rate 0.34% among 260,000; AID 1631; also: potency is read from the fitted curve at half-maximal effect; % is scaled to controls: 0 for no effect and ±100 for the full control effect; nearly all actives have a fitted effect of over 55% in size
Target sequence (P14618 whole entry, looked up): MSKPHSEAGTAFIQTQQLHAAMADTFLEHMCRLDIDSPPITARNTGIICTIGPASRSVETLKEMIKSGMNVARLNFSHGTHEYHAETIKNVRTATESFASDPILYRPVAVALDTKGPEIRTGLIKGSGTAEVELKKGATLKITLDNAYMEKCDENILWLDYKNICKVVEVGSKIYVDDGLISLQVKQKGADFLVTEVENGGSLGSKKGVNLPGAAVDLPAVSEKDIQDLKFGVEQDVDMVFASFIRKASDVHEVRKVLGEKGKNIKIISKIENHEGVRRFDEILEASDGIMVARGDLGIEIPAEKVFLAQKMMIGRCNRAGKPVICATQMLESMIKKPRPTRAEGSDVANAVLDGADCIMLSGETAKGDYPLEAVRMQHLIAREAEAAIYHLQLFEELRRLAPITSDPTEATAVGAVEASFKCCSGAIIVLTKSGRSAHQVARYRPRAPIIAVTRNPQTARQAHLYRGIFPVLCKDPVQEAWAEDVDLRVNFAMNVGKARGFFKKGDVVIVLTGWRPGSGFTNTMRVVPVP
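Kinase-Glo luminescence reports ATP generated from ADP (0.1 mM) and PEP (0.5 mM) by purified hPK-M2 after 1 h at room temperature, pH 7.2 imidazole buffer; intermediate enzyme activity allows detecting inhibitors and activators.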
S-ASM inh: blocks human secretory acid sphingomyelinase; placental ASM, HMU-PC fluorogenic substrate, 60 min; Potency, µM (titrated, usually from 57.5 µM), without a hit: top-dose activity change, negative = inhibition, hits mostly inhibitors; hit rate 0.006% among 340,000; AID 504937; also: potency is read from the fitted curve at half-maximal effect
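qHTS format. ASM enzyme prepared from human placenta hydrolyses the fluorogenic substrate HMU-PC0 (9 uM final) over 60 min at 37 °C after a 10 min compound preincubation.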
Giardia kill: Giardia lamblia killing | Giardia lamblia trophozoite viability | activity change, % at 7.66 µM, hits read low | hit rate 0.15% among 340,000; in the data active = activity change below about -80%; inconclusive = between about -30% and that limit;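 also: parasites exposed to compound for two days anaerobically before the ATP read; % is scaled to controls: 0 for no effect and ±100 for the full control effect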
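ATP-content bioluminescence gauges trophozoite survival. Cells (100/well) receive compound and incubate anaerobically for 48 hrs at 37 deg C; detection reagent follows for 15-30 min at room temperature.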
B2AR arrestin: recruits beta-arrestin to the human beta2-adrenergic receptor. AID 492947. P07550. Potency, µM (series often up to 46.1 µM), for the others: at the top dose activation, usual class: activators. hit rate 0.02% among 330,000. beta-arrestin recruitment to beta2AR, cell-based reporter;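 also: potency is read from the fitted curve at half-maximal effect; 0% = DMSO controls and full agonism = EC100 isoproterenol or metaproterenol; nearly all actives have a fitted effect of over 65% in size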
a7 integrin act: integrin-mediated muscular dystrophy alleviation activation; hit rate 0.064% among 350,000; alpha7betagal myoblasts, beta-gal FDG fluorescence, 48 h; Potency, µM (titrated, usually from 38.3 µM), inactives show at the highest dose activation, hits mostly activators; AID 624291;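 also: potency is read from the fitted curve at half-maximal effect; 100% = response of the positive control SU9516; nearly all actives have a fitted effect of over 60% in size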
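alpha7betagal+/- myoblasts (passage 13, 250/well) treated 48 h at 37C with compounds at 1:260 dilution of DMSO stock. Lysed, then beta-galactosidase activity read as FDG fluorescence (ex 480/em 540) after 30 min, with pre-read for autofluorescence.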
PTAP TSG101 blk: blocks PTAP/TSG101 interaction to inhibit HIV-1 budding. Q99816. Fluorescence polarization, FITC-PTAP peptide / Tsg101 binding. Potency, µM (doses to about 115 µM), for inactives: at the highest dose activity change, negative = inhibition, usual class: inhibitors. 340,000 tested, under 10 active. AID 493005; active = well fitted inhibition curve with a large enough effect in the main read-out, with a control signal flat, not every such curve was filed as active; inconclusive = small, poorly fitted or top-dose-only effect, or effect the other way, or a change in a side signal; inactive = no such curve, though single readings can be large or run the other way; also: potency is read from the fitted curve at half-maximal effect; % of control where 0% means no effect
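FP read-out: FITC-PTAP peptide, 50 nM final, binding Tsg101 binding domain, 10 uM final; 20 min, r.t.; 10 mM HEPES pH 7.5, 0.15 M NaCl, 0.01% Tween 20, 3 mM EDTA, 0.1 mM TCEP.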
Tb PFK block: blocks T. brucei phosphofructokinase; T. brucei PFK, ADP-Glo luminescence; Potency, µM (series often up to 57.5 µM), for the others: at the highest dose activity, negative = inhibition, most hits filed as inhibitors; hit rate 0.17% among 330,000;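 also: potency is read from the fitted curve at half-maximal effect; 0% = uninhibited 1x PFK enzyme wells and -100% = no-enzyme wells; nearly all actives have a fitted effect of over 60% in size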
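Compounds were pin-transferred as a titration series up to 57 uM into substrate buffer (0.5 mM F6P, 0.1 mM ATP, pH 8.0), then 1.25 nM PFK was added and reactions ran 45 min before ADP-Glo detection.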
FBPA coupling cs: counter-screen for Giardia aldolase inhibitors: coupling enzyme system | coupling enzyme system counterscreen, AmpLite Red fluorescence | activity change, negative = inhibition, % at 58.2 µM, hits read low | hit rate 0.67% among 290,000 | AID 2472; in the data active = activity change below about -30%; also: % is scaled to controls: 0 for no effect and ±100 for the full control effect
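Final compound at 57.5 uM, incubated 10 min at RT with coupling enzyme reagent (glyceraldehyde-3-phosphate), then 20 min with substrate and AmpLite Red detection. Fluorescence read at 525/598 nm; tests interference with the coupling assay, not aldolase inhibition.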
Menin MLL FP TR: displaces Texas Red mutant MLL peptide from human menin; O00255; Menin + Texas Red MLL mutant peptide, fluorescence polarization; Potency, µM (highest dose often 61.6 µM), for inactives: at the highest dose FP activity change, negative = inhibition, most hits filed as inhibitors; hit rate 0.23% among 270,000; AID 1768; active = well fitted inhibition curve with a large enough effect in the polarisation, with a control signal flat, not every such curve was filed as active; inconclusive = small, poorly fitted or top-dose-only effect, or effect the other way, or a change in a side signal; inactive = no such curve, though single readings can be large or run the other way; the % refers to the polarisation; also: potency is read from the fitted curve at half-maximal effect; % of control where 0% means no effect; many of its hits are not listed in these tables
GALK inh: inhibitors of human galactokinase | P51570 | Potency, µM (highest dose often 57.5 µM), for the others: top-dose activity change, negative = inhibition, actives largely listed as inhibitors | hit rate 0.007% among 270,000 | AID 1868 | Purified GALK, Kinase-Glo residual ATP luminescence; also: potency is read from the fitted curve at half-maximal effect; % is scaled to controls: 0 for no effect and ±100 for the full control effect
Target sequence (P51570 whole entry, looked up): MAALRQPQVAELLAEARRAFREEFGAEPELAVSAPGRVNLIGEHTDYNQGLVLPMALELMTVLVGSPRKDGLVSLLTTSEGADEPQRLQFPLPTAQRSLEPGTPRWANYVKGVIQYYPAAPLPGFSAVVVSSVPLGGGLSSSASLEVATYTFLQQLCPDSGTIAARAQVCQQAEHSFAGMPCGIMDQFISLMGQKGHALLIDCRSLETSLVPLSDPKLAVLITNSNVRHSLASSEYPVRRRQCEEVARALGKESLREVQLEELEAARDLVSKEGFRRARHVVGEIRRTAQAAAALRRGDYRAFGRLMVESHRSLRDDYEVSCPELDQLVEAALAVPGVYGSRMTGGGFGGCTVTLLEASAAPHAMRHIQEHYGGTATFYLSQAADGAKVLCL
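The enzyme phosphorylates galactose (100 uM) using ATP (35 uM); inhibition is detected as higher residual ATP, quantified by bioluminescence after 1 h reaction at room temperature, pH 8.0.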
Chronic BCR inh: chronic active BCR signaling inhibition; ABC-DLBCL IkBa-CBG/CBR reporter, luminescence ratio, 4 h; AID 493014; hit rate 0.05% among 340,000; Potency, µM (highest dose often 46.1 µM), for the others: at the highest dose ratio change, negative = lower green/red ratio, hits mostly inhibitors; active = well fitted inhibition curve with a large enough effect in the signal ratio, with a control signal flat, not every such curve was filed as active; inconclusive = small, poorly fitted or top-dose-only effect, or effect the other way, or a change in a side signal; the % refers to the signal ratio;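 also: potency is read from the fitted curve at half-maximal effect; plate controls were basal doxycycline-induced cells for no effect and cells given 10 µM MG132 for full effect; MG132 reads +100%, hits lower the ratio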
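Concentration-response series (up to 46 uM) were applied to TMD8 dual-reporter cells for 4 h at 37C with doxycycline. Green/red ratio, after filter-overlap correction, defined %Activity; red signal alone was normalised to basal cells and zero luminescence.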
* marks the source's active call; other numbers are inactive results; ? = inconclusive; . = no result given; [ ] = dose if it differs, or a comment. Unless noted, calls follow the shape of the dose curve; as a rule, active = well fitted curve in the direction sought with a large enough effect; inconclusive = small, poorly fitted or top-dose-only effect, or another doubt; inactive = no such curve, though single readings can be large; an effect the other way counts as inactive or inconclusive.

SMILES | PKM2 activator | S-ASM inh | Giardia kill | B2AR arrestin | a7 integrin act | PTAP TSG101 blk | Tb PFK block | FBPA coupling cs | Menin MLL FP TR | GALK inh | Chronic BCR inh
CCn1nc(C)c(CN2CCc3c([nH]c4ccccc34)C2c2ccc(F)c(OC)c2)c1C (stereo not given) | 5.0% | 7.9% | -19.1 | 0.5% | ? | 1.2% | 2.5% | -6.4 | 4.8% | 0.2% | ?
CCCCNc1ccc(C(CC(N)=O)NC(=O)Cc2cccc3ccccc23)cc1[N+](=O)[O-] (stereo not given) | -1.2% | -4.8% | -11.4 | -0.3% | -5.3% | -4.9% | 5.8% | 0.2 | . | -3.9% | -5.0%
CCOc1ccc(NS(=O)(=O)c2ccc(C)c(C(=O)NCCCn3ccnc3)c2)cc1 | 0.2% | -2.8% | -1.7 | 0.0% | 5.7% | 0.6% | 1.2% | 1.2 | 1.1% | -1.4% | 3.9%
O=C1c2ccccc2C(Nc2ccc(F)c(Cl)c2)N1c1ccccn1 (stereo not given) | 4.0% | -11.6% | -7.5 | 0.2% | 23.7% | 0.0% | 0.4% | 0.9 | 21.4% | 1.8% | -11.6%
Cc1csc(SCC(=O)Nc2sccc2C#N)n1 | -1.2% | -0.5% | -8.3 | -0.1% | 3.2% | 0.1% | 13.4% | -0.5 | ? | -3.9% | ?
O=C(N/C(=C/c1cccs1)C(=O)N1CCOCC1)c1ccco1 | -5.3% | 7.7% | -0.2 | 0.0% | 22.6% | 0.7% | -12.2% | 0.6 | -5.2% | 1.0% | 2.2%
COc1ccccc1NC(=O)COc1ccc(C(=O)OCC(=O)N2CCCC2=O)cc1OC | -3.8% | 0.9% | 16.2 | 0.2% | 19.6% | 2.2% | 2.7% | 2.0 | -2.0% | 2.6% | 7.7%
COC(=O)c1cc(S(=O)(=O)NCCN2CCN(c3ccccc3F)CC2)c[nH]1 | . | 4.1% | -18.9 | -0.9% | 24.5% | 0.2% | -2.1% | 2.0 | 1.0% | -3.8% | 0.2%
COc1ccc(CCNC(=O)c2cc3c(=O)n4ccccc4nc3n(C3CCCCC3)c2=N)cc1 | . | 245.5%[activator] | 13.8 | 0.1% | 16.3% | -1.0% | 3.6% | . | . | 3.6% | ?
COc1ccc2[nH]c(C(=O)N3CCN(C)CC3)c(C)c2c1 | . | 2.5% | -16.5 | -0.2% | 26.6% | -0.4% | -0.8% | 0.0 | -0.6% | 3.4% | 0.7%
c1c2c(cc3sc(N4CCCCC4)nc13)OCO2 | -29.8% | 8.3% | -6.8 | -1.0% | -7.9% | -5.1% | -5.9% | -1.2 | 8.7% | 4.6% | ?
CC(NC(=O)N(Cc1ccccc1)Cc1ccc2c(c1)OCO2)(C(F)(F)F)C(F)(F)F | -7.6% | -2.3% | -9.6 | -0.2% | 7.6% | -5.2% | -0.4% | -0.2 | 5.4% | -0.3% | 3.7%
Cc1c(C(N)=O)cc([N+](=O)[O-])cc1[N+](=O)[O-] | . | 1.2% | -18.8 | . | 13.8% | 0.6% | . | -0.1 | -6.7% | . | .
CC(NC(=O)NC(=O)c1ccc(F)cc1)C1CC1 (stereo not given) | . | 5.3% | -8.7 | -0.1% | 16.7% | -4.5% | 8.2% | . | . | . | 0.4%
C(#CCN1CCOCC1)COC(c1ccccc1)c1ccccc1 | -0.5% | 2.3% | -11.1 | -1.0% | 12.6% | -2.4% | -0.8% | -0.4 | -5.0% | 0.5% | 2.7%
C/C(=N\NC(=O)c1nnn(-c2nonc2N)c1CSc1ccccc1)c1ccc2c(c1)OCO2 | . | -3.9% | -11.6 | -0.4% | 0.2% | -1.1% | 0.2% | 2.2 | ? | -1.1% | -8.4%
COc1cc(OC)cc(C(=O)N[C@H](C(=O)NCCc2ccc(S(N)(=O)=O)cc2)C(C)C)c1 | 1.5% | 11.0% | 6.5 | 0.1% | ? | -1.2% | -1.5% | 1.3 | ? | 14.3% | -3.4%
COc1ccc(/C=N/n2cc(-c3ccccc3)nc2N)cc1 | 11.3% | -3.5% | 0.7 | 0.0% | 7.7% | -1.2% | -0.8% | 2.1 | ? | 0.0% | ?
Cc1cc2sc(C(=O)O)c(C)c2s1 | ? | -0.9% | -22.7 | -1.1% | 1.2% | -2.7% | -1.2% | 5.9 | 11.9% | 0.1% | 11.4%
CCc1ccc(C(=O)/C=C/NCc2ccc(F)cc2)cc1 | -1.2% | 3.6% | -8.7 | -0.7% | -18.6% | -1.5% | -7.8% | -0.4 | -9.4% | 2.6% | -8.6%
c1ccc2[nH]c(SCC3CCCCO3)nc2c1 (stereo not given) | -6.9% | 6.2% | -8.9 | -0.5% | 3.6% | -1.7% | 23.9% | -9.6 | -5.8% | 0.7% | 1.6%
CC1Cc2nc(SCC(=O)NCc3ccco3)n(-c3ccccc3)c(=O)c2S1 (stereo not given) | -1.1% | 1.6% | 42.7[activator] | -0.9% | -18.6% | -0.1% | -0.2% | -0.7 | -1.2% | -2.6% | -3.9%
C[C@@H]1COC(=O)[C@H](Cc2ccc(F)cc2)C/C=C\C[C@@H](CC(=O)NCCO)C(=O)N1 | . | 4.7% | 18.7 | -0.1% | -10.2% | -10.5% | 7.3% | . | . | . | 0.2%
CCOCCCNc1ccc(-c2ccccc2)nn1 | -9.2% | 2.6% | 2.1 | -0.2% | -0.4%[7.66 µM] | -18.9% | -1.2% | 3.7 | -8.1% | 2.5% | ?
O=C(Nc1ccccc1C(=O)OCc1nnc(-c2ccccc2)o1)c1ccco1 | 1.8% | -2.9% | -16.5 | -0.4% | 8.0% | -6.6% | -0.9% | -7.6 | 2.4% | -1.3% | 2.0%
CCc1nnc(NS(=O)(=O)c2ccc(N=Cc3c(C)[nH]n(-c4ccc(C)cc4)c3=O)cc2)s1 | -47.2% | ? | -20.2 | 0.2% | 27.7% | -5.5% | 16.4% | 0.9 | ? | 0.4% | -16.1%
COc1ccc2cc(C(=O)C3CCCN(C(=O)/C=C/c4ccccn4)C3)ccc2c1 (stereo not given) | 0.3% | 3.0% | 13.7 | 0.4% | 15.3% | -5.1% | -0.4% | -0.8 | 7.2% | -1.3% | 10.1%
Cc1ccc(C)c(N2CCN(S(=O)(=O)c3ccc4c(c3)NC(=O)CO4)CC2)c1 | . | -15.6% | -7.8 | 0.1% | 0.0% | -8.4% | -1.0% | . | . | 1.7% | 4.4%
Cc1ccc(C)c(N2CCN(C(=O)CN3C(=S)NC(C)(C)CC3C)CC2)c1 (stereo not given) | . | -2.0% | -6.0 | 0.0% | 17.6% | -1.8% | -0.9% | -1.3 | -13.8% | 2.2% | -0.6%
O=C(NC1C=CS(=O)(=O)C1)c1ccccc1 (stereo not given) | -7.9% | 4.8% | 1.5 | 0.2% | 1.6% | -0.7% | 0.0% | 1.0 | ? | 9.4% | 0.4%
CC(OC(=O)c1ccc(-n2cnnn2)cc1)C(=O)Nc1ccccc1[N+](=O)[O-] (stereo not given) | . | -7.5% | -1.4 | -0.3% | 0.0% | -0.9% | 3.2% | . | . | . | 5.6%
COc1ccc(-c2ccnc3c(C(=O)O)cnn23)cc1 | 1.8% | 63.7%[activator] | 3.8 | -0.2% | 16.8% | -0.9% | 1.9% | -3.6 | -2.5% | -1.5% | 1.1%
COc1ccc(-n2c(SCC(=O)Nc3cc(C)on3)nc3c(c2=O)SCC3)cc1 | 6.6% | 2.1% | 36.6[activator] | -0.7% | 2.8% | -5.2% | -0.9% | -1.0 | 12.7% | 0.4% | -8.8%
Cc1cccc(NC(=O)CSc2ncnc3sc(C)c(C)c23)n1 | . | -1.3% | -3.0 | -0.2% | 14.5% | 3.1% | -15.1% | . | . | 0.1% | ?
O=C(CNCc1ccc(F)cc1)Nc1ccccc1[N+](=O)[O-] | 2.1% | 1.0% | 19.8 | -0.4% | -10.2% | -4.8% | -2.5% | 1.4 | 1.5% | 0.1% | ?

Only part of the results is shown; the hit share may differ from the screen's.
